Screens (PubChem BioAssay)
HEK293 tox: cytotoxicity counter-screen for GLP-1 receptor inverse agonists; HEK293 cAMP-luciferase reporter cells, luminescence, 24 h; Potency, µM (doses to about 38.3 µM), for the others: at the top dose activity change, negative = inhibition, usual class: inhibitors; 0.13% of 410,000 active; AID 624418;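 also: loss of luciferase light is scored as toxicity; potency is read from the fitted curve at half-maximal effect; % is scaled to controls: 0 for no effect and ±100 for the full control effect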
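Seeding density was 200 cells/uL; after overnight-length (12 h) culture, 23 nL compounds went on for 24 h at 37 °C. Readout used a luciferase detection reagent, luminescence taken after 12 min at room temperature.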
Mm-Cpn inhibitor: inhibitors of Methanococcus maripaludis chaperonin (MmCpn); purified Mm-Cpn ATPase, ADP Transcreener TR-FRET; Potency, µM (top dose mostly 76.9 µM), for the others: at the highest dose activity, negative = inhibition, hits mostly inhibitors; 0.031% of 330,000 active; also: potency is read from the fitted curve at half-maximal effect; % is scaled to controls: 0 for no effect and ±100 for the full control effect; nearly all actives have a fitted effect of over 80% in size
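Eu-cryptate anti-ADP/ADP-d2 competition gives a ratio inversely related to ADP. Enzyme at 25 nM was pre-exposed to compound for 10 min, then given 10 uM ATP for 30 min, 37°C throughout.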
Abeta yeast res: compounds reversing amyloid beta toxicity in yeast; yeast expressing A-beta42, growth rescue, OD600, 48 h; response scale: 0% DMSO, 100% iron-clioquinol control; Potency, µM (highest dose often 46.1 µM), inactives show top-dose growth rescue, usual class: activators; 0.063% of 410,000 active; AID 1347071; also: potency is read from the fitted curve at half-maximal effect; nearly all actives have a fitted effect of over 55% in size
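Yeast A-beta toxicity model in growth medium with pinned compounds, 48 h at 30 C; growth read as absorbance at 600 nm. Normalized to FeCl3/clioquinol equimolar mix (positive) and DMSO (negative).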
Akt phos inh: blocks phosphorylation of Akt; activity change, % for hits at 50 µM; AID 651550; 0.32% of 360,000 active; Neuro2A IGF-stimulated pAkt S473 HTRF, 20 min; active compounds read low; in the data active = activity change below about -80%; inconclusive = mostly about -51% to -80%; also: % is scaled to controls: 0 for no effect and ±100 for the full control effect
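Neuro2A cells (4,500/well, DMEM with 0.5% FBS) were treated with compound at a single 50 µM final concentration, stimulated with 6 nM IGF for 20 min at 37 °C, and lysed. Phospho-Akt Ser473 was read by HTRF as 665/615 ratio ×10^4.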
aSyn rescue: inhibitors of alpha-synuclein toxicity in yeast | Yeast expressing alpha-synuclein, growth rescue, BacTiter-Glo, 24 h | AID 652106 | 0.14% of 370,000 active | Potency, µM (series often up to 46.1 µM), for inactives: top-dose growth rescue (activation), most hits filed as activators; also: potency is read from the fitted curve at half-maximal effect; % of control where 0% means no effect; nearly all actives have a fitted effect of over 65% in size
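Readout is rescue of growth in alpha-synuclein-expressing yeast, so inhibitors of toxicity appear as activators. Growth after 24 hr at 30 deg C in galactose medium is quantified by luminescence.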
FUS suppressor: FUS proteinopathy suppression in yeast | AID 1347120 | 0.24% of 390,000 active | Potency, µM (highest dose often 76.6 µM), for the others: at the top dose growth rescue (activation), actives largely listed as activators | S. cerevisiae FUS-expressing, growth rescue, OD600, 24 h;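 also: potency is read from the fitted curve at half-maximal effect; plate controls were DMSO vehicle for no effect and reference control for full effect; nearly all actives have a fitted effect of over 55% in size; some results filed as inactive show a strong effect at the top dose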
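Yeast FUS proteinopathy model; galactose-induced FUS (2%), starting OD 0.005. Cpds in dilution series, 24hr, 30C, 99% humidity. Abs 600 nm growth. Pos ctrl CP55940 (top 92uM final); neg ctrl DMSO.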
GLP-1R inv ag: inverse agonists of human GLP-1 receptor; P43220; HEK293 GLP-1R CRE-luciferase, luminescence, 24 h; GLP-1R form is constitutively active; Potency, µM (doses to about 38.3 µM), inactives show at the highest dose activity change, negative = inhibition, actives largely listed as inhibitors; 1.6% of 410,000 active; also: potency is read from the fitted curve at half-maximal effect; % is scaled to controls: 0 for no effect and ±100 for the full control effect; nearly all actives have a fitted effect of over 55% in size
Target sequence (P43220 whole entry, looked up): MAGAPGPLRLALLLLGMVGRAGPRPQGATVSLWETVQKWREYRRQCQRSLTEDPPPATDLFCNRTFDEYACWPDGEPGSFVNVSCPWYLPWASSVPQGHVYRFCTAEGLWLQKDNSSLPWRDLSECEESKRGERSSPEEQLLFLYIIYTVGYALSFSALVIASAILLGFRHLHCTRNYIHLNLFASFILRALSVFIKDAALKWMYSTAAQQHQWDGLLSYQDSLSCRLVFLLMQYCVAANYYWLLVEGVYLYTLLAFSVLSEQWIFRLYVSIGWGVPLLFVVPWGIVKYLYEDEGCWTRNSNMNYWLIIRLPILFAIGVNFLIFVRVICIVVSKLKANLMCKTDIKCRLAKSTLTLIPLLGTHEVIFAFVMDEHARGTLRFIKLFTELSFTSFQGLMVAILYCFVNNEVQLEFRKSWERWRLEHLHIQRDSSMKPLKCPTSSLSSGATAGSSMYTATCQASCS
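qHTS in 1536-well format: reporter HEK293 cells expressing constitutive GLP-1R activity in DMEM + 10% Nu serum, 24 hr with compounds at 37 deg C, luminescence read after 12 min with detection reagent.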
PTHR1 agonist: activates the human parathyroid hormone receptor PTHR1 | Q03431 | Potency, µM (series often up to 115 µM), without a hit: at the top dose activation, hits mostly activators | 0.075% of 410,000 active | HEK293 GP2 PTHR1 cells, GloSensor cAMP luminescence, 1 h; also: potency is read from the fitted curve at half-maximal effect; nearly all actives have a fitted effect of over 55% in size; some results filed as inactive show a strong effect at the top dose; inactives centre near -15; many of its hits are not listed in these tables
Target sequence (Q03431 whole entry, looked up): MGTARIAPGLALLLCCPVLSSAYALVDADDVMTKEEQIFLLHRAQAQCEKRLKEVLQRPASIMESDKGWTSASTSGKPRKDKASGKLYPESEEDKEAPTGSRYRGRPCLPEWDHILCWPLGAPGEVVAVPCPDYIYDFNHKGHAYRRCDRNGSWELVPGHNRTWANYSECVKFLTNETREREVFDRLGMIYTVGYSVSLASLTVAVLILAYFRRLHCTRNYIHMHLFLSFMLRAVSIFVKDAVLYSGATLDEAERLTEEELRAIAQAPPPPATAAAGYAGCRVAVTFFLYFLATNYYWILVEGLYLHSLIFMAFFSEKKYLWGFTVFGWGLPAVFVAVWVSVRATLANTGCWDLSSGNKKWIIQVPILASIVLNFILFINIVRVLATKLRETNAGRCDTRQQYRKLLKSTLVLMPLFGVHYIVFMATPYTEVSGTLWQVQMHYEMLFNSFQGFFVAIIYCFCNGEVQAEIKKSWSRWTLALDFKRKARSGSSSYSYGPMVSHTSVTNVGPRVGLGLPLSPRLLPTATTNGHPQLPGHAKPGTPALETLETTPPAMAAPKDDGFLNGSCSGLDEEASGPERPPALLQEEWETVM
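HEK-293-derived GP2 cells expressing PTHR1 and a GloSensor cAMP reporter, 3,000/well, plated overnight, given luciferin plus IBMX (each 0.5 mM as added) for 1 h at 37 °C, then compound for 1 h at 37 °C. Luminescence was read after 15 min at room temperature.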
TDP-43 yeast inh: inhibitors of TDP-43 toxicity in yeast; AID 652104; 1.8% of 410,000 active; Potency, µM (highest dose often 46.1 µM), for the others: top-dose growth rescue (activation), actives largely listed as activators; TDP-43 expressing yeast growth rescue, BacTiter-Glo, 24 h; also: potency is read from the fitted curve at half-maximal effect; % of control where 0% means no effect; nearly all actives have a fitted effect of over 50% in size
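Cell-based yeast growth screen: TDP-43 expression induced in galactose, inoculum OD600=0.02 after raffinose pregrowth to mid-log. Read-out BacTiter-Glo luminescence at 24 hr, 30 deg C; inhibition of toxicity seen as signal increase.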
Active calls of the source: *; i = inactive; ? = inconclusive; · = not tested or not shown; [ ] = another dose, or the depositor's remark. Unless noted, calls follow the shape of the dose curve; as a rule, active = well fitted curve in the direction sought with a large enough effect; inconclusive = small, poorly fitted or top-dose-only effect, or another doubt; inactive = no such curve, though single readings can be large; an effect the other way counts as inactive or inconclusive. An excerpt; the hit share may differ from the screen's.

SMILES | HEK293 tox | Mm-Cpn inhibitor | Abeta yeast res | Akt phos inh | aSyn rescue | FUS suppressor | GLP-1R inv ag | PTHR1 agonist | TDP-43 yeast inh
O=C(NC1CC1)C1CCCN(C(=O)NC2CCCCC2)C1 (configuration not stated) | 0.3% | ? | 0.7% | i | 0.3% | -24.0% | 6.7% | 13.7% | 1.1%
Cc1ccc(N2CC(C(=O)Nc3ccc(N(C)C)cc3)CC2=O)cc1Cl (configuration not stated) | 1.9% | · | -16.0% | · | 2.5% | -14.0% | 4.2% | i | 4.5%
Cc1ccc(OC(=O)c2cc(-c3ccc(Cl)cc3)on2)c(C)c1 | -14.4% | · | -18.8% | · | · | -7.9% | 11.5% | -6.4% | 6.7%
Cc1ccc2c(=O)cc(C(=O)NCc3ccccc3)oc2c1C | 14.1% | -0.6% | -10.1% | i | -3.0% | -17.9% | 7.5% | i | 6.0%
O=C(OCn1nnc2ccccc2c1=O)c1cccc(S(=O)(=O)N2CCOCC2)c1 | 1.3% | 0.0% | -6.8% | i | 0.0% | 15.6% | 7.3% | -25.1% | 0.8%
O=C(O)C1C2C=CC(C2)C1C(=O)NCCC1=CCCCC1 (configuration not stated) | 1.7% | 1.1% | 14.8% | i | 0.3% | -13.1% | -5.2% | i | -6.1%
Cc1nonc1CN(C)C(=O)CC1C(=O)NCCN1Cc1ccccc1C(F)(F)F (configuration not stated) | -0.3% | -6.0% | 9.6% | i | 2.1% | 3.3% | -5.0% | i | -2.4%
Cn1c(N)c(C(=O)CN2CCN(S(=O)(=O)c3ccccc3C#N)CC2)c(=O)n(C)c1=O | 0.3% | · | -2.2% | i | -2.7% | -42.6% | 20.2% | i | -4.0%
CCOc1ccc(Oc2ccc(C(F)(F)F)cc2NC(=O)C2=COCCO2)cc1 | 6.6% | -5.4% | -7.5% | i | 0.5% | -15.5% | -26.3% | -17.1% | -3.3%
N#Cc1c(Nc2ccc(F)cc2)sc(C(=O)c2ccccc2)c1N | -6.0% | -0.5% | 1.9% | i | -4.2% | -31.5% | ? | -41.7%[inhibitor] | -0.8%
COc1ccccc1NC(=O)c1ccc(Cl)c(S(=O)(=O)N2CCOCC2)c1 | -6.1% | 0.3% | -11.9% | i | -0.6% | -0.2% | -2.8% | -13.6%[57.5 µM] | 20.7%
CCOc1ccc(-c2nc(Cn3c(=O)cc(-c4ccccc4)c4c(C)nn(C)c43)c(C)o2)cc1 | 7.9% | · | -1.4% | · | · | -16.3% | 11.8% | -18.5% | 0.0%
CCCOc1ccc(-c2c(C(=O)N/N=C/c3ccc(C)cc3)nnn2-c2nonc2N)cc1 | 0.7% | -0.8% | -0.2% | i | 0.2% | 26.3% | ? | -8.5% | -10.1%
CCCCCn1c(-c2ccc(OC)c(OC)c2)nc2ccccc21 | -18.5% | · | 0.3% | · | · | -8.4% | ? | -62.7%[inhibitor] | 20.8%
CC(=O)c1ccc(N2CCC(c3cc(-c4ccc(Cl)cc4Cl)n[nH]3)CC2)c([N+](=O)[O-])c1 | ? | 0.9% | 29.1% | i | 16.8% | ? | ? | -2.6%[57.5 µM] | ?
Cc1ccc(-c2csc3ncnc(N4CCN(c5ccccc5O)CC4)c23)cc1 | 4.5% | 1.1% | -41.3%[inhibitor] | i | -16.9% | 4.4% | ? | -18.6% | ?
CC(=O)COc1ccc2oc(=O)cc(-c3cc4ccccc4o3)c2c1 | -6.3% | -12.0% | -30.6% | i | -4.0% | 24.4% | 29.3% | i | -3.3%
O=c1c(Cc2ccc(Cl)cc2)c(O)ccn1Cc1ccccc1 | -2.0% | 0.3% | -1.7% | i | 2.3% | 9.1% | ? | -2.2% | -21.8%
CN(CCOc1ccccc1)C(=O)c1ccc(OC2CCN(C(=O)C3CC3)CC2)cc1 | 3.9% | -0.7% | 4.9% | i | 14.7% | 26.1% | -15.8% | -18.0% | 15.1%
CC(Oc1ccc(Cl)cc1)c1ccn[nH]1 (configuration not stated) | 6.0% | -0.1% | ? | i | 2.9% | 4.1% | ? | -31.4%[inhibitor] | 15.0%
Cc1ccc(OCC(=O)N(C)Cc2ccccc2)c([N+](=O)[O-])n1 | 3.4% | 1.5% | 6.7% | i | 0.4% | -7.7% | 8.0% | i | 11.1%
O=C(NC1CCCCC1)c1ccc(CSc2nc3cccnc3n2Cc2ccc(F)cc2)cc1 | -8.0% | · | -16.6% | · | · | -23.5% | -10.7% | -8.5% | -4.2%
CCCCCn1c(=O)[nH]c2cc(C(=O)NCc3ccc(F)cc3)ccc2c1=O | -1.5% | · | -7.1% | · | · | -22.7% | 14.3% | i | -0.9%
Cc1ccccc1OCCCCn1cnc2ccccc21 | 0.7% | 2.8% | 2.4% | i | 2.6% | 4.9% | -19.0% | -18.4%[57.5 µM] | ?
CSCCC(NC(=O)c1ccco1)C(=O)NCC1CCCCC1 (configuration not stated) | 18.3% | 0.0% | 3.3% | i | 2.2%[1.84 µM] | 10.0% | 5.7% | -64.1%[inhibitor] | 20.1%
COc1ccccc1N1C(=O)c2ccccc2NC1c1ccc(O)cc1 (configuration not stated) | 4.4% | 1.6% | 3.7% | i | -4.3% | 26.7% | -2.2% | i | 2.6%
CCC(Sc1n[nH]c(=O)[nH]c1=O)C(=O)OCc1ccccc1 (configuration not stated) | 4.1% | -1.8% | 9.2% | i | 7.1% | 10.4% | 3.6% | i | -0.7%
Cc1cc(CSc2ccccc2)ccc1NC(=O)c1cccc([N+](=O)[O-])c1 | -25.3% | -1.9% | -3.3% | i | 1.8% | 0.6% | -10.5% | -23.6% | 6.0%
COc1cccc(NC(=O)c2cc3c(=O)n(C)c4ccccc4c3n2C)c1 | 5.0% | · | -7.1% | · | · | -17.0% | 11.2% | -48.4%[inhibitor] | 11.8%
Cc1ccccc1C(=O)O/N=C(\N)c1ccncc1 | -3.9% | 0.7% | -9.8% | i | 0.0% | 2.0% | -15.3% | -14.3% | 25.8%
CC(NS(=O)(=O)c1ccc(Br)cc1)C(=O)NCc1ccc2c(c1)OCO2 (configuration not stated) | 6.2% | 1.7% | 0.8% | i | 4.9% | -6.0% | -10.5% | -31.8%[inhibitor] | -1.1%
COc1ccccc1NC(=O)C1=C(C)Nc2nc(SCc3ccccc3)nn2C1c1cccnc1 (configuration not stated) | -8.2% | · | -14.6% | · | · | 10.7% | -14.4% | -8.8% | 12.7%
C[C@H](NC(=O)c1ccccc1Cl)C(=O)Nc1ccccc1F | 4.1% | -0.2% | -5.3% | i | 2.9% | 7.6% | 7.5% | i | 23.2%
CCC(C)c1ccccc1NC(=O)C(C)Sc1n[nH]c(N)n1 (configuration not stated) | -11.2% | -0.8% | -12.6% | i | -2.3% | -14.8% | -0.4% | -41.6%[inhibitor] | 15.8%
CCOC(=O)/C=C1\SCC(=O)N1CC(=O)Nc1cccc(F)c1 | -3.7% | 0.4% | -6.9% | i | -0.3% | -11.1% | -2.2% | i | 5.4%
CCS(=O)(=O)n1nc(-c2ccc(OC)cc2)nc1N | 4.8% | -3.1% | 3.3% | i | -3.4% | 16.3% | 5.9% | -2.6% | -15.4%
COc1cc(C(=O)NCc2ccc(F)cc2)cc(Cl)c1OC | 19.7% | -0.1% | 14.7% | i | -2.3% | 1.2% | 3.5% | -8.6% | ?
CC(=O)/C(=N/Nc1ccccc1)Sc1nnc(C(O)c2ccccc2)n1-c1ccccc1 (configuration not stated) | -1.7% | -1.1% | 5.9% | i | 1.4% | 25.7% | ? | i | 13.1%
Cn1c(SCc2ccccc2F)nnc1-c1ccccn1 | -2.0% | 2.1% | 8.2% | i | 5.2% | -16.0% | 5.3% | -20.5% | 17.2%
NC(N)=N/N=C/c1ccc(OCc2ccccc2)cc1 | ? | 1.9% | -30.5% | i | -1.4% | ? | 3.5% | i | -32.4%[inhibitor]
CCOC(=O)c1c(NC(=O)CN2C(=O)NC3(CCCCC3C)C2=O)sc(C)c1CC (configuration not stated) | -1.6% | -1.4% | -9.7% | i | 2.1% | 23.5% | ? | i | -8.5%
Cn1nc(C(=O)NC2CCCCCC2)ccc1=O | 5.0% | 0.3% | 1.1% | i | 1.1% | 18.0% | 0.0% | 20.0%[57.5 µM] | -1.9%
COC(=O)c1nc2nc(C)cc(=O)n2[nH]1 | 15.5% | -0.2% | 1.0% | i | 0.9% | 5.8% | -2.3% | i | 5.6%
Cc1cc(NC(=O)CN2C(=O)NC3(CCCCC3C)C2=O)no1 (configuration not stated) | -4.7% | 0.0% | 1.1% | i | -0.4% | · | 13.3% | i | -17.5%
Cc1ccc(C([O-])=C(C(=S)NCc2ccccc2)[n+]2cccc(CO)c2)cc1[N+](=O)[O-] | -0.3% | · | 6.6% | i | 7.1% | ? | -14.0% | -20.6% | -16.6%
CCOC(=O)/C(C#N)=C/c1ccc(OCC(=O)Nc2ccc(OC)cc2)c(OC)c1 | -16.0% | -3.0% | 8.0% | i | 0.0% | 7.7% | 1.5% | -15.6% | 12.9%
CC(=O)C1=C(C)NC(SCc2ccc(C#N)cc2)=C(C#N)C1c1ccco1 (configuration not stated) | -11.9% | -3.7% | 10.9% | i | 1.9% | · | 4.1% | -7.3% | ?
